OXTR potentiator = human OXTR potentiators, primary screen, fluorescence, CHO-OTR cells, Fluo-8 calcium. Oxytocin receptor (Homo sapiens), P30559. Fluo-8 calcium fluorescence, potentiator mode; 0% = oxytocin EC15, 100% = EC100. activation, % at 3 µM. hit rate 0.061% among 320,000. AID 2445, 2010;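 active means activation above that plate's cutoff, the mean activation of tested compounds plus 3 SD, cut at about 6.6% in these data, passing the limit was not always enough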;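 further: 100% uses oxytocin at 75 nM as the full agonist control; some results filed as inactive read as strong as hits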
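Assay system: CHO-OTR cells, human receptor / Also added: oxytocin at about EC15, sub-maximal agonist stimulus / Dosing: single dose, 3.0 µM nominal final compound concentration / Incubation: 6 min pre-incubation, 100 s read / Technique: Fluo-8 calcium dye fluorescence / Read-out: % activation vs EC15 and EC100 oxytocin / Benchmarks: EC15 oxytocin low, 75 nM oxytocin high / Replicates: singlicate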
MEKK2mut PB1 HTS = MEK5 binding signal on mutant MEKK2 PB1, primary screen, biochemical, multiplex bead flow cytometry, Alexa488-MEK5. Alexa488-MEK5 binding to MEKK2 mutant. percent response, % at 10 µM. hit rate 0.35% among 290,000; in the data active means percent response above about 24%, passing the limit was not always enough; further: inactives centre near 1; some results filed as inactive read as strong as hits; reference of the scale not given here
MEKK2wt PB1 HTS = modulators of MEK5 binding to wildtype MEKK2, primary screen, biochemical, multiplex bead flow cytometry, Alexa488-MEK5; Mitogen-activated protein kinase kinase kinase 2 (Homo sapiens), Q9Y2U5; Alexa488-MEK5 binding to MEKK2 WT; actives lie on both sides; binding response (% of control), % at 10 µM; hit rate 1.1% among 290,000; AID 1531, 2009; in the data active means binding response below about 67% or above about 130%
NALP1 yeast inh = NALP1 inflammasome inhibitors in reconstituted yeast, colorimetric, S. cerevisiae, triplicate retest | S. cerevisiae NALP1/ASC/caspase-1 growth, X-gal OD620, 72 h | hit rate 0.61% among 280,000 | inhibition, % at 10 µM; in the data active means inhibition mostly above about 24%, no sharp cut-off; inactive means mostly below about 32%; further: some compounds called inactive have numbers as strong as hits
M18AAP inhibitor = PfM18AAP inhibitors, malaria aminopeptidase, primary screen, biochemical, QFRET, recombinant enzyme; hit rate 1.2% among 290,000; H-Glu-NHMec fluorogenic cleavage; inhibition, % at 7.35 µM;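 active means inhibition above the campaign mean inhibition over all tested compounds plus 3 SD, cut at about 28% in these data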;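 further: 0% = plate median of test compound wells and 100% = 2 mM ZnCl2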
GPR7 antagonist = GPR7 receptor antagonists, primary screen, cell-based, fluorescence, single concentration; Neuropeptides B/W receptor type 1 (Homo sapiens), P48145; GPR7-expressing cells, fluorescence antagonist assay; inhibition, % at 4.4 µM; hit rate 1.1% among 290,000; AID 1861, 2009; in the data active means inhibition above about 16%, passing the limit was not always enough;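 further: cells stimulated with the agonist NPW; 0% = agonist with vehicle and 100% = vehicle without agonist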
Target sequence (P48145 whole entry, looked up): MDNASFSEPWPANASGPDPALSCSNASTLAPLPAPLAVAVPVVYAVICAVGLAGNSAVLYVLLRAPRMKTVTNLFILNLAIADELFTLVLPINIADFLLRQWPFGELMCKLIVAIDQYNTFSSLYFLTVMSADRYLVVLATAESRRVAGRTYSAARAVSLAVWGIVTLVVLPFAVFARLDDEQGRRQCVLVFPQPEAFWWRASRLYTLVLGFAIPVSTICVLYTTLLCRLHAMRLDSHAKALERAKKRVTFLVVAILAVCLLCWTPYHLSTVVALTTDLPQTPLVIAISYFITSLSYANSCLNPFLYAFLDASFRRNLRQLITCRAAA
V1R ag counter = agonists of human V1a receptor, primary screen, counter-screen for OXTR agonist project, fluorescence, CHO-V1R cells. Fluo-8 calcium fluorescence, agonist mode; 0% DMSO, 100% 3 nM vasopressin. AID 2797, 2010. hit rate 0.25% among 320,000. activation, % at 3 µM;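 active means activation above the mean activation of all tested compounds plus 3 SD, per screening run, cut at about 20% in these data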;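 further: signal is peak over basal fluorescence ratio across a 100 second FLIPR read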
Target sequence (P37288 whole entry, looked up): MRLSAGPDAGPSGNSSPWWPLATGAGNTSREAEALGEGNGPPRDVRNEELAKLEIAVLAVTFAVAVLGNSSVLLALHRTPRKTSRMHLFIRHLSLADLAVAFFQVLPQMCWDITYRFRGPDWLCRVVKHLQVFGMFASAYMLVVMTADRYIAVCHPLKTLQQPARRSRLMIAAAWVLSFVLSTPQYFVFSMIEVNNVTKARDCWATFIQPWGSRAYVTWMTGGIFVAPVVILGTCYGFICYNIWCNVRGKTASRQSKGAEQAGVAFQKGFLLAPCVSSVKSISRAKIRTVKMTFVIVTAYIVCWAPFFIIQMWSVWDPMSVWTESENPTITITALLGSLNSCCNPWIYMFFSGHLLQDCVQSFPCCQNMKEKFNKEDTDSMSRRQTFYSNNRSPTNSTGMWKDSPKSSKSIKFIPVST
GalR3 antag = GalR3 antagonists in HEK293 cells, primary screen, cell-based, fluorescence readout | hit rate 0.44% among 360,000 | Galanin receptor type 3 (Homo sapiens), O60755 | inhibition, % at 3 µM | HEK293 GalR3-CNG cAMP membrane potential fluorescence; galR3 body fused to GalR1 C-terminus;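 active means inhibition above the screen-wide average plus 3 SD, cut at about 13% in these data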;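 further: forskolin and galanin both at EC90 stimulate the cells; cAMP rise reported by CNG channel membrane potential dye signal; 0% = forskolin plus galanin with DMSO and 100% = forskolin alone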
Target sequence (O60755 1-299 limits assumed): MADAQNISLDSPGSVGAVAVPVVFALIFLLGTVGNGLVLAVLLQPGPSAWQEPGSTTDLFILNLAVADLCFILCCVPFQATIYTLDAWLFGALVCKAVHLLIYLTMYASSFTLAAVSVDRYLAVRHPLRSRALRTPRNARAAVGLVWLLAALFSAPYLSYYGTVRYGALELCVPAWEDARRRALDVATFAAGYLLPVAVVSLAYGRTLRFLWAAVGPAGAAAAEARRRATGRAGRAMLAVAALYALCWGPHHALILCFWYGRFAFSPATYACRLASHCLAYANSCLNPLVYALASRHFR
OXTR agonist = human OXTR agonists, primary screen, fluorescence, CHO-OTR cells, Fluo-8 calcium. AID 2435, 2010. hit rate 0.32% among 320,000. activation, % at 3 µM. Fluo-8 calcium fluorescence; normalized: DMSO 0%, oxytocin 100%;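 active means activation above the mean of all tested compounds plus 3 SD, cutoff set per screening run, cut at about 20% in these data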;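 further: peak over basal fluorescence ratio from a 100 s FLIPR kinetic read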
An asterisk follows results filed as active. Random draw from the library; any-hit rate near 4.1%.

How did Cc1c(NC(=O)COC(=O)c2ccc(Br)o2)c(=O)n(-c2ccccc2)n1C do in these assays?
OXTR potentiator: -8.1; MEKK2mut PB1 HTS: -3.0; MEKK2wt PB1 HTS: 97.0; NALP1 yeast inh: -8.3; M18AAP inhibitor: -11.5; GPR7 antagonist: -16.1; V1R ag counter: 0.4; GalR3 antag: 0.1; OXTR agonist: 1.0

What do the screens show for `CN(CC1CCOCC1)C(=O)CC1C(=O)NCCN1Cc1ccc(Cl)c(F)c1` (configuration not stated)?
OXTR potentiator: -2.8; MEKK2mut PB1 HTS: -12.0; MEKK2wt PB1 HTS: 89.0; NALP1 yeast inh: -11.1; M18AAP inhibitor: 2.7; GPR7 antagonist: -0.2; V1R ag counter: 0.7; GalR3 antag: -1.1; OXTR agonist: 1.6

What do the screens show for `CCOc1cccc(C(=O)Nc2ccncc2)c1`?
OXTR potentiator: -19.2; MEKK2mut PB1 HTS: 2.0; MEKK2wt PB1 HTS: 101.0; NALP1 yeast inh: 18.3; M18AAP inhibitor: 1.7; GPR7 antagonist: -1.9; V1R ag counter: 4.2; GalR3 antag: -0.7; OXTR agonist: 3.5

How did C=CCn1c(SCC(=O)NC2CCS(=O)(=O)C2)nnc1-c1cc2c(s1)CCC(CC)C2 (configuration not stated) do in these assays?
OXTR potentiator: -13.5; MEKK2mut PB1 HTS: 0.0; MEKK2wt PB1 HTS: 102.0; NALP1 yeast inh: 20.5; M18AAP inhibitor: -7.3; GPR7 antagonist: 0.4; V1R ag counter: 1.6; GalR3 antag: -1.4; OXTR agonist: -1.5

How did CO/N=C(\C)c1ncc(C(F)(F)F)cc1N1CCOCC1 do in these assays?
OXTR potentiator: -10.8; MEKK2mut PB1 HTS: 6.0; MEKK2wt PB1 HTS: 108.0; NALP1 yeast inh: 40.2; M18AAP inhibitor: -3.1; GPR7 antagonist: -5.8; V1R ag counter: -0.1; GalR3 antag: -2.4; OXTR agonist: 5.1

Results for O=C(c1cccc(C(F)(F)F)c1)N1CCC(=O)N(C(CO)Cc2ccccc2)CC1 (configuration not stated) ?
OXTR potentiator: 4.5; MEKK2mut PB1 HTS: -7.0; MEKK2wt PB1 HTS: 94.0; V1R ag counter: 0.6; GalR3 antag: -8.3; OXTR agonist: 0.2

What do the screens show for `CCCC(=O)Nc1ccc(C(=O)Nc2nnc(COCC)s2)cc1`?
OXTR potentiator: -6.4; MEKK2mut PB1 HTS: 3.0; MEKK2wt PB1 HTS: 109.0; NALP1 yeast inh: -1.3; M18AAP inhibitor: -17.4; GPR7 antagonist: -4.2; V1R ag counter: -0.1; GalR3 antag: -1.7; OXTR agonist: -0.7

Results for O=C(N=C1SC2CS(=O)(=O)CC2N1c1ccc(OC(F)(F)F)cc1)C1CC1 (configuration not stated) ?
OXTR potentiator: -3.6; MEKK2mut PB1 HTS: 3.0; MEKK2wt PB1 HTS: 100.0; NALP1 yeast inh: 18.0; M18AAP inhibitor: -4.8; GPR7 antagonist: -5.2; V1R ag counter: 0.9; GalR3 antag: 8.9; OXTR agonist: 1.6

Results for COc1ccccc1OCC(=O)Nc1ccc(S(=O)(=O)N2CCCC2)cc1 ?
OXTR potentiator: -3.0; MEKK2mut PB1 HTS: -4.0; MEKK2wt PB1 HTS: 98.0; NALP1 yeast inh: -3.2; M18AAP inhibitor: 1.1; GPR7 antagonist: 5.5; V1R ag counter: 4.7; GalR3 antag: -1.7; OXTR agonist: 1.8

Results for O=C(O)c1cccc(S(=O)(=O)NCC2COc3ccccc3O2)c1 (configuration not stated) ?
OXTR potentiator: -2.7; V1R ag counter: 0.4; GalR3 antag: -4.8; OXTR agonist: 1.1

What do the screens show for `OCCN1CCN(CC(O)COc2ccc(-c3ccccc3)cc2)CC1` (configuration not stated)?
OXTR potentiator: -13.6; MEKK2mut PB1 HTS: 9.0; MEKK2wt PB1 HTS: 125.0; NALP1 yeast inh: 17.4; M18AAP inhibitor: -1.3; GPR7 antagonist: 8.6; V1R ag counter: 3.8; GalR3 antag: -6.9; OXTR agonist: 7.5

What do the screens show for `CCN(CC)S(=O)(=O)c1ccc(OC(C)C)c(N)c1`?
OXTR potentiator: -8.2; MEKK2mut PB1 HTS: -11.0; MEKK2wt PB1 HTS: 91.0; NALP1 yeast inh: 8.1; M18AAP inhibitor: -1.3; GPR7 antagonist: -10.1; V1R ag counter: -0.1; GalR3 antag: 3.1; OXTR agonist: -0.6

How did O=C1C(Cl)=C(NCC2CCCO2)C(=O)N1Cc1ccccc1 (configuration not stated) do in these assays?
OXTR potentiator: -7.4; MEKK2mut PB1 HTS: 4.0; MEKK2wt PB1 HTS: 96.0; NALP1 yeast inh: 3.1; M18AAP inhibitor: 6.6; GPR7 antagonist: 0.9; V1R ag counter: 0.0; GalR3 antag: -3.1; OXTR agonist: -0.5

Results for O=C(CCSc1ccccc1)NCCSc1ccccn1 ?
OXTR potentiator: -0.6; MEKK2mut PB1 HTS: 1.0; MEKK2wt PB1 HTS: 102.0; NALP1 yeast inh: 15.7; M18AAP inhibitor: -2.9; GPR7 antagonist: 18.2; V1R ag counter: 1.9; GalR3 antag: -2.5; OXTR agonist: -1.6

How did Cc1cc(Cl)ccc1NC(=O)CN1CCCC1 do in these assays?
OXTR potentiator: -0.7; MEKK2mut PB1 HTS: 8.0; MEKK2wt PB1 HTS: 101.0; NALP1 yeast inh: -13.5; M18AAP inhibitor: 2.4; GPR7 antagonist: -3.7; V1R ag counter: 0.2; GalR3 antag: -7.2; OXTR agonist: 0.4

How did O=C(c1ccc(CS(=O)c2ccccc2Cl)o1)N1CCN(c2ccccc2)CC1 (configuration not stated) do in these assays?
OXTR potentiator: -12.2; MEKK2mut PB1 HTS: 1.0; MEKK2wt PB1 HTS: 100.0; NALP1 yeast inh: -12.0; M18AAP inhibitor: 10.0; GPR7 antagonist: 20.4; V1R ag counter: 6.7; GalR3 antag: 5.6; OXTR agonist: 6.0

What do the screens show for `Cc1ccc(Sc2ncccc2[N+](=O)[O-])cc1`?
OXTR potentiator: -11.2; MEKK2mut PB1 HTS: -12.0; MEKK2wt PB1 HTS: 101.0; NALP1 yeast inh: 10.7; M18AAP inhibitor: -1.0; GPR7 antagonist: -5.3; V1R ag counter: -1.8; GalR3 antag: 1.1; OXTR agonist: -2.4

Results for O=C(c1cc(S(=O)(=O)N2CCCC2)c(Cl)cc1Cl)N1CCCC1 ?
OXTR potentiator: -3.7; MEKK2mut PB1 HTS: 4.0; MEKK2wt PB1 HTS: 104.0; NALP1 yeast inh: 15.2; M18AAP inhibitor: -0.8; GPR7 antagonist: -2.5; V1R ag counter: 1.4; GalR3 antag: -4.3; OXTR agonist: 1.3

What do the screens show for `CCCCCCNC(=O)c1ccc(Br)o1`?
OXTR potentiator: -6.4; MEKK2mut PB1 HTS: -5.0; MEKK2wt PB1 HTS: 95.0; NALP1 yeast inh: 7.2; M18AAP inhibitor: 3.5; GPR7 antagonist: 0.8; V1R ag counter: -1.5; GalR3 antag: -5.3; OXTR agonist: -2.5

How did CCOc1ccc(CCNC(=O)COC(=O)c2c(C)nn(-c3ccccc3)c2C)cc1OCC do in these assays?
OXTR potentiator: -5.1; MEKK2mut PB1 HTS: -1.0; MEKK2wt PB1 HTS: 97.0; NALP1 yeast inh: 5.5; M18AAP inhibitor: 6.2; GPR7 antagonist: -20.1; V1R ag counter: -1.1; GalR3 antag: -0.2; OXTR agonist: -0.7

Results for CCCCCCCC(=O)NC(Nc1ccccc1OC)C(Cl)(Cl)Cl (configuration not stated) ?
OXTR potentiator: -12.4; MEKK2mut PB1 HTS: 0.0; MEKK2wt PB1 HTS: 98.0; NALP1 yeast inh: 12.9; M18AAP inhibitor: 3.7; GPR7 antagonist: -13.0; V1R ag counter: -0.1; GalR3 antag: -3.6; OXTR agonist: -0.6

Results for CCOC(=O)C(NC(C)=O)(NS(=O)(=O)c1ccccc1)C(F)(F)F (configuration not stated) ?
OXTR potentiator: -10.1; MEKK2mut PB1 HTS: 8.0; MEKK2wt PB1 HTS: 99.0; NALP1 yeast inh: -2.0; M18AAP inhibitor: 6.8; GPR7 antagonist: -7.1; V1R ag counter: 0.2; GalR3 antag: -2.9; OXTR agonist: 0.3

What do the screens show for `CC(=O)NCCc1nc2ccccc2n1Cc1ccccc1`?
OXTR potentiator: -0.4; MEKK2mut PB1 HTS: 11.0; MEKK2wt PB1 HTS: 106.0; NALP1 yeast inh: 5.4; M18AAP inhibitor: -6.1; GPR7 antagonist: -9.2; V1R ag counter: 1.1; GalR3 antag: 3.2; OXTR agonist: 0.9

What do the screens show for `CN1CCN(C(=O)C2=C[C@@H](c3ccc(C(F)(F)F)cc3)C[C@@H](OCc3ccc(CO)cc3)O2)CC1`?
OXTR potentiator: -6.7; MEKK2mut PB1 HTS: 8.0; MEKK2wt PB1 HTS: 107.0; NALP1 yeast inh: 9.0; M18AAP inhibitor: -1.8; GPR7 antagonist: 0.2; V1R ag counter: 1.8; GalR3 antag: -2.1; OXTR agonist: 4.7

Results for CCOc1ccc2c(CC)cc(=O)oc2c1OCC ?
OXTR potentiator: -4.7; MEKK2mut PB1 HTS: 0.0; MEKK2wt PB1 HTS: 101.0; NALP1 yeast inh: 22.3; M18AAP inhibitor: -4.9; GPR7 antagonist: -6.6; V1R ag counter: -0.4; GalR3 antag: -5.8; OXTR agonist: -1.9

How did CCOc1cccc(C(=O)NC2CCCCC2)c1 do in these assays?
OXTR potentiator: -6.4; MEKK2mut PB1 HTS: -8.0; MEKK2wt PB1 HTS: 87.0; NALP1 yeast inh: 9.4; M18AAP inhibitor: -1.9; GPR7 antagonist: -12.2; V1R ag counter: -0.5; GalR3 antag: -8.6; OXTR agonist: -0.8

Results for O=C(Cc1ccccc1)NCC(=O)OCC(=O)c1cccc([N+](=O)[O-])c1 ?
OXTR potentiator: -0.6; MEKK2mut PB1 HTS: 27.0; MEKK2wt PB1 HTS: 131.0; NALP1 yeast inh: 28.8; M18AAP inhibitor: 5.5; GPR7 antagonist: 10.9; V1R ag counter: 0.6; GalR3 antag: 2.2; OXTR agonist: 0.6

Results for Cc1ccc(C2C(C#N)=C(N)N(c3cccnc3)C3=C2C(=O)CCC3)s1 (configuration not stated) ?
OXTR potentiator: -1.3; MEKK2mut PB1 HTS: -9.0; MEKK2wt PB1 HTS: 90.0; NALP1 yeast inh: 8.9; M18AAP inhibitor: 15.4; GPR7 antagonist: 7.0; V1R ag counter: 0.3; GalR3 antag: -4.2; OXTR agonist: 0.5

How did Cc1cccc(NS(=O)(=O)c2ccc(C3CCCCC3)cc2)n1 do in these assays?
OXTR potentiator: -7.5; MEKK2mut PB1 HTS: 5.0; MEKK2wt PB1 HTS: 96.0; NALP1 yeast inh: 8.8; M18AAP inhibitor: 2.8; GPR7 antagonist: -3.7; V1R ag counter: 5.0; GalR3 antag: -7.5; OXTR agonist: 4.1

High-throughput results: PubChem, several laboratories
